Bioassay records deposited in PubChem by several laboratories.
Y pestis TopoI: Yersinia pestis topoisomerase I inhibitors, primary screen, biochemical, cleavage product accumulation, plate reader, single point; DNA topoisomerase I (Yersinia pestis CO92); Y. pestis Topo-I cleavage product accumulation; activity, % at 10 µM; 0.064% of 360,000 active; AID 504884, 2011; in the data active = activity above about 50%, passing the limit was not always enough; inconclusive = no clear call, values can overlap the other calls; also: inactives centre near 2
PriA SSB inh: inhibitors of Klebsiella pneumoniae PriA binding to SSB C-terminal tail, primary screen, biochemical, AlphaScreen. PriA–SSB C-terminal tail interaction (Klebsiella pneumoniae). AlphaScreen SSBct-PriA binding, biotinylated peptide. inhibition, % at 33 µM. 0.6% of 430,000 active. AID 1272365, 2023; in the data active = inhibition mostly above about 37%, no sharp cut-off; inactive = mostly below about 20%;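 also: plate controls were negative control peptide for no effect and reference peptide for full effect; strong numbers were not always called active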
PfHsp40 yeast: rescue of yeast from PfHsp40 toxicity, primary screen, S. cerevisiae, ATP luminescence; growth rescue, % at 12.5 µM; S. cerevisiae expressing PfHsp40, growth rescue; AID 504582, 2011; 0.68% of 340,000 active; in the data active = growth rescue above about 28%, passing the limit was not always enough; inconclusive = no clear call, values can overlap the other calls;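 also: yeast W303a lacking pdr1 and pdr3 grown in galactose medium; growth measured after three days at 30 °C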
Vc quorum ag: inducers of Vibrio cholerae quorum light production without autoinducers, primary screen, BH1578 luxS cqsA deficient, single point. V. cholerae BH1578 lux reporter, luminescence, 6 h. activation, % at 18.7 µM. 0.16% of 350,000 active; in the data active = activation mostly above about 9.7%, no sharp cut-off; inconclusive = no clear call, values can overlap the other calls; inactive = mostly below about 3.7%; also: not every result past the cut was called active; inactives centre near 0; reference of the scale not given here
3CLpro inhibitor: SARS-CoV 3CLpro protease inhibitors, primary screen, biochemical, quenched FRET. Replicase polyprotein 1ab (Severe acute respiratory syndrome coronavirus), P0C6X7. recombinant SARS-CoV 3CLpro, quenched FRET peptide cleavage. inhibition, % at 6 µM. 0.14% of 290,000 active. AID 1706, 2009; in the data active = inhibition above about 12%
CCHFV vOTU inh: CCHFV vOTU protease inhibitors, primary screen, biochemical, Pep-AMC substrate, fluorescence. Crimean-Congo hemorrhagic fever virus L polyprotein viral ovarian tumor (vOTU) protease …. inhibition, % at 11.5 µM. 0.55% of 370,000 active. AID 651958, 2012; in the data active = inhibition above about 30%; also: 0% = vehicle wells with enzyme and 100% = no enzyme wells
TcdB GH inh: TcdB glycohydrolase inhibitors, primary screen, biochemical, single point, plate reader | Toxin B (Clostridioides difficile), P18177 | TcdB glycohydrolase enzymatic assay | inhibition, % at 9.99 µM | 0.24% of 350,000 active; in the data active = inhibition above about 10%
Anthrax LF prot: Bacillus anthracis LF protease inhibitors, primary screen, biochemical, multiplex microsphere, MLPCN library; multiplex microsphere protease cleavage assay; Lethal factor (Bacillus anthracis), P15917; AID 588501, 2011; inhibition, % at 10 µM; 0.12% of 360,000 active; also: plate controls were buffer without enzyme for full effect and enzyme alone for no effect
Target sequence (P15917 whole entry, looked up): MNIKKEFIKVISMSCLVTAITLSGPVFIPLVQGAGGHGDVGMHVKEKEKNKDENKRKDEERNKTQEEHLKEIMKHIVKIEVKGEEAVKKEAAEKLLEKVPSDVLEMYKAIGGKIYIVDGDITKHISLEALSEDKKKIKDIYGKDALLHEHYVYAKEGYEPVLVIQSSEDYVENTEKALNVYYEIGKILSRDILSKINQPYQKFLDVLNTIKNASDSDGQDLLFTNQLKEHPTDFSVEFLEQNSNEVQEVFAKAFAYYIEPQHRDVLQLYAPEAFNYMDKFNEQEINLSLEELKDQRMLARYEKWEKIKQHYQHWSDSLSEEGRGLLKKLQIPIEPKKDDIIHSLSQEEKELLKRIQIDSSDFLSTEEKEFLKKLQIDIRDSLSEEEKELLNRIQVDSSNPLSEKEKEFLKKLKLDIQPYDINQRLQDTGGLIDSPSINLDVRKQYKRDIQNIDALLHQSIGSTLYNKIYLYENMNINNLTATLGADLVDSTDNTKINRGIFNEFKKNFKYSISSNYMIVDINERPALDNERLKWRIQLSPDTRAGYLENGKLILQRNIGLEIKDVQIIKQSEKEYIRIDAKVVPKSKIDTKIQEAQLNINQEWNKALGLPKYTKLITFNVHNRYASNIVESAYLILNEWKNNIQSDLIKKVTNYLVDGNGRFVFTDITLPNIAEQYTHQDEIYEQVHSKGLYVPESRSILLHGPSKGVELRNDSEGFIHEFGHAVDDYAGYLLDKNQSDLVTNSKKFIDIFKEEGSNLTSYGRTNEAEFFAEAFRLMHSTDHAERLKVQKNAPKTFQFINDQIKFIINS
DUSP3 inh: VHR1 phosphatase inhibitors, primary screen, biochemical, absorbance, uHTS. recombinant VHR phosphatase, pNPP absorbance. inhibition, % at 13.3 µM. 0.52% of 290,000 active; in the data active = inhibition above about 50%; also: some compounds called inactive have numbers as strong as hits
Target sequence (P51452 whole entry, looked up): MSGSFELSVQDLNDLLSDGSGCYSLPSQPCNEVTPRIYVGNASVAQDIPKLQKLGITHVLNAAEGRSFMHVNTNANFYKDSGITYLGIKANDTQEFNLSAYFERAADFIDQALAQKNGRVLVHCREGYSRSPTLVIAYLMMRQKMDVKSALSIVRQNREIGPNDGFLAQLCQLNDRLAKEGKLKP
BoNT-A LC inh2: BoNT/A light chain protease inhibitors, primary screen, biochemical, flow cytometry, MLPCN library | 0.17% of 360,000 active | multiplex microsphere protease substrate cleavage | inhibition, % at 10 µM | Botulinum neurotoxin type A light chain protease (Clostridium botulinum A str. ATCC 3502); also: plate controls were buffer without enzyme for full effect and enzyme alone for no effect
* = called active by the depositor; i = inactive; ? = inconclusive; / = no result given. Rule as the data show it, unless noted: active = inhibition above about 30%; inconclusive = no clear call, values can overlap the other calls; inactive = below that.

SMILES	Y pestis TopoI	PriA SSB inh	PfHsp40 yeast	Vc quorum ag	3CLpro inhibitor	CCHFV vOTU inh	TcdB GH inh	Anthrax LF prot	DUSP3 inh	BoNT-A LC inh2
Cc1ccc2cc(C#N)c(N3CCN(C(=O)c4cccs4)CC3)nc2c1	16	-21	0.1	-0.3	-3	1	-7.4	-12	51*	-3.1
CC(CCN1CCC(n2nccc2NC(=O)c2ccccc2Cl)CC1)c1ccccc1 (stereo unspecified)	4	0	-1.5	/	-3	-5	2.1	-2	6	3.4
C=CCNc1nc(NCc2ccc(NC(C)=O)cc2)c2sc(-c3ccccc3)cc2n1	2	/	/	i	/	-16	2.3	-5	/	1.5
Cc1ccc(NC(=O)CSc2ccccn2)cc1S(=O)(=O)N1CCOCC1	4	-4	0.4	i	1	-8	0.7	-8	10	0.5
CCOC(=O)C1=C(c2ccccc2)N2CCS(=O)(=O)N=C2S1	-3	-16	-0.2	i	4	-12	/	8	1	-0.4
CCC1CCc2sc(C(=O)N(C)CC(=O)Nc3ccc(N4CCOCC4)cc3)cc2C1 (stereo unspecified)	3	-1	0.8	-0.8	/	-5	2.2	/	/	/
O=C(c1ccc2nccnc2c1)N1CCCC(Nc2ccc(F)c(F)c2)C1 (stereo unspecified)	0	2	-0.6	/	-3	11	-0.4	-2	0	4.1
O=C(Cc1ccccc1)NN1C(=O)c2ccccc2C1=O	7	1	0.1	-0.5	3	-5	0.5	-8	14	-0.1
Cc1nc2ccccn2c1C(=O)NC1CCCC1	1	5	0.5	i	0	6	1.0	1	7	0.8
COc1ccc(C)cc1Cn1nnc2ccccc21	13	-3	-0.7	i	/	-6	0.9	-3	/	-1.0
COc1ccc(/C=C2\SC(=S)N(CCC(=O)Nc3ccc(O)cc3)C2=O)cc1	-9	6	-0.5	-0.1	-2	-7	1.1	4	-12	0.6
COc1ccc(C)cc1-n1nnnc1SCc1cn2ccsc2n1	2	14	1.1	-2.2	4	2	/	3	25	-0.3
COc1ccc(Nc2nc(N)c3ccccc3n2)c(OC)c1	-11	6	-0.9	-0.7	-3	-8	1.8	-4	1	-0.2
Cc1ccc(CNC(=O)c2cccc3c2C(=O)c2ccc(N4CCCCC4)cc2S3(=O)=O)cc1	29	-20	-0.8	i	/	8	1.1	30	/	12
COc1cc(Br)c(CNc2cc(C)ccc2C)cc1OC	-2	17	-0.3	-0.4	-1	16	1.3	2	6	-4.2
CC(C)CC(c1nnnn1Cc1ccccc1)N1CCC(C(N)=O)CC1 (stereo unspecified)	-3	-10	-0.7	-0.3	0	14	/	-5	25	0.9
COc1cc(-c2cc(OC)c(O)c(OC)c2)cc(OC)c1O	0	-1	-0.5	i	/	-3	-6.4	-2	/	0.2
N#CCCN1CCN(Cc2ccccc2)CCC1=O	-5	4	-1.2	i	2	11	1.6	3	1	-0.1
COCCNC(=O)COc1ccccc1Cl	5	-6	-0.4	i	-1	3	/	0	1	-0.2
COc1cccc(N2CCN(c3ccc4nnc(CCC(=O)N5CCN(C)CC5)n4n3)CC2)c1	-3	-6	-1.4	i	0	5	0.9	-3	36	-2.8
O=C(Nc1ccc(F)cc1)c1c(Cl)nc2ccccn12	1	-6	0.5	-0.3	6	0	1.8	-1	20	-0.1
O=C(Nc1ccccc1)N1CCCN(c2nccc(C(F)(F)F)n2)CC1	-6	-8	1.2	0.8	-3	-5	0.6	-10	14	0.7
CCCc1c(C)nc(-c2ccc(C)cc2)nc1OC(=O)N(C)C	30	-28	-1.5	-2.5	3	-8	0.2	-4	-4	0.0
CCc1ccccc1NC(=O)COC(=O)C1CC(=O)N(c2ccc(F)cc2)C1 (stereo unspecified)	6	0	-0.4	0.0	1	0	/	-7	14	-0.6
O=C(NCc1ccco1)c1cc(C(=O)C2CCCCC2)c[nH]1	10	-16	-0.5	-0.3	3	-3	/	-10	13	-1.2

Later entries:
SMILES	Y pestis TopoI	PriA SSB inh	PfHsp40 yeast	Vc quorum ag	3CLpro inhibitor	CCHFV vOTU inh	TcdB GH inh	Anthrax LF prot	DUSP3 inh	BoNT-A LC inh2
CN(CC(=O)Nc1ccc(F)c(F)c1F)C(=O)CC1CCCCC1	2	-5	-0.3	i	/	11	1.2	-6	/	0.4
Cc1nc(Cc2nnc(SCC(=O)N3CCN(c4ccccc4)CC3)o2)cs1	-9	-6	0.1	-0.7	/	-9	2.1	3	/	1.8
Cc1cccc(C)c1OP(N)(=O)Oc1c(C)cccc1C	10	-19	-0.6	-0.5	3	13	3.2	6	9	0.6
CC(C)(C)C(=O)CSc1nc2ncc(Br)cc2[nH]1	-6	-12	-1.2	0.7	4	14	/	0	20	-0.2
COc1ccccc1CNc1nc2nc(C)c(Cl)c(=O)n2[nH]1	1	-10	0.1	4.3	-6	7	/	-4	2	?
CCCC(NCC(=O)Nc1cc(S(=O)(=O)N2CCOCC2)ccc1OC)c1ccccc1 (stereo unspecified)	28	-6	-0.1	-2.6	/	-1	2.1	0	/	-0.5
Cc1nnc(SCC(=O)N2CCc3ccccc32)s1	5	-10	0.6	-1.5	1	-12	/	-1	-13	0.2
COc1ccc2cc(C(c3nnnn3C3CCCC3)N3CCCCCC3)c3nnnn3c2c1 (stereo unspecified)	-4	0	-1.3	/	0	2	/	2	27	-0.4
Cc1ccc(NP(=O)(Nc2ccc(C)cc2)Nc2ccc(C)cc2)cc1	12	-3	2.0	0.2	4	18	1.2	2	9	-0.7
CCCCCNc1nc(-c2ccccc2)nc(-n2ccnc2)n1	6	1	-0.4	i	1	-11	-0.2	-2	16	-0.4
Cc1n[nH]c(C)c1Cc1ccc(C(=O)O)cc1	3	-22	-0.9	i	-3	24	/	-4	3	-0.5
Cc1nn(-c2ccc(C(=O)OC(C)C)cc2)c(C)c1[N+](=O)[O-]	-11	-2	-0.2	-0.8	-6	8	7.9	2	3	0.3
Cc1ccc(CN2CC(C(=O)N3CC(C)CC(C)C3)CC2=O)cc1 (stereo unspecified)	8	-3	-1.5	i	/	8	-1.6	-2	/	-2.5
O=C(CSc1nnc(C2CC2)n1CC1CCCO1)Nc1ccccc1Cl (stereo unspecified)	4	-8	-0.2	-0.2	2	1	0.8	-2	0	-0.1
Cn1cnnc1SCC(=O)OCN1C(=O)c2ccccc2C1=O	-7	-20	0.0	-0.7	-2	-1	/	0	28	0.8
Cc1cc(/C=C2/NC(=O)NC2=O)c(C)n1-c1ccc(N2CCOCC2)cc1	9	7	-0.8	i	-4	10	-0.5	1	26	-0.2
COc1ccccc1NC(=O)COC(=O)c1ccc2c(c1)OCCO2	10	-21	-0.7	52*	/	-3	-0.5	4	/	0.0
CCOC(=O)C1CCN(C(=O)c2ccccc2CCc2ccccc2)CC1	23	-22	-0.9	i	1	1	2.8	-4	-4	6.3
O=C(CCC(=O)Nc1ccccc1)NNS(=O)(=O)c1ccccc1[N+](=O)[O-]	2	0	-2.9	-0.3	2	-11	-13	-7	10	0.6
Cc1ccc(NC(=O)CSc2nc(O)cc(=O)n2C)cc1	2	-14	-0.3	-7.1	1	1	/	-3	32	0.4
Cc1ccc(-n2c(C)cc(C(=O)CN3CCOCC3)c2C)cc1	6	8	-1.2	i	4	-2	1.3	0	26	-0.3
CCOc1ccc(OCc2ccc(C(=O)N3CCCC(C)C3)cc2)cc1 (stereo unspecified)	-2	-1	4.6	-0.2	4	0	0.7	-1	8	0.0
Cn1cccc1C(=O)OCC(=O)c1ccc(Br)s1	10	-9	0.0	i	/	7	0.8	-4	/	-0.3
COc1ccc(S(=O)(=O)n2c(N)nc3ccccc32)cc1	1	/	/	-0.7	/	1	1.7	-7	/	0.2
CCC(CC)NC(=O)CO/N=C/c1ccc(Cl)cc1Cl	-2	/	0.1	-2.8	2	25	1.5	-6	5	-0.4

Molecules shown so far that have a Cl atom:
SMILES	Y pestis TopoI	PriA SSB inh	PfHsp40 yeast	Vc quorum ag	3CLpro inhibitor	CCHFV vOTU inh	TcdB GH inh	Anthrax LF prot	DUSP3 inh	BoNT-A LC inh2
CC(CCN1CCC(n2nccc2NC(=O)c2ccccc2Cl)CC1)c1ccccc1 (stereo unspecified)	4	0	-1.5	/	-3	-5	2.1	-2	6	3.4
COCCNC(=O)COc1ccccc1Cl	5	-6	-0.4	i	-1	3	/	0	1	-0.2
O=C(Nc1ccc(F)cc1)c1c(Cl)nc2ccccn12	1	-6	0.5	-0.3	6	0	1.8	-1	20	-0.1
COc1ccccc1CNc1nc2nc(C)c(Cl)c(=O)n2[nH]1	1	-10	0.1	4.3	-6	7	/	-4	2	?
O=C(CSc1nnc(C2CC2)n1CC1CCCO1)Nc1ccccc1Cl (stereo unspecified)	4	-8	-0.2	-0.2	2	1	0.8	-2	0	-0.1
CCC(CC)NC(=O)CO/N=C/c1ccc(Cl)cc1Cl	-2	/	0.1	-2.8	2	25	1.5	-6	5	-0.4

Entries of single compounds as entered above. Values in the order: Y pestis TopoI | PriA SSB inh | PfHsp40 yeast | Vc quorum ag | 3CLpro inhibitor | CCHFV vOTU inh | TcdB GH inh | Anthrax LF prot | DUSP3 inh | BoNT-A LC inh2
Cc1ccc(NC(=O)CSc2nc(O)cc(=O)n2C)cc1 as listed: 2 | -14 | -0.3 | -7.1 | 1 | 1 | / | -3 | 32 | 0.4
CCC(CC)NC(=O)CO/N=C/c1ccc(Cl)cc1Cl as listed: -2 | / | 0.1 | -2.8 | 2 | 25 | 1.5 | -6 | 5 | -0.4
Cc1ccc(-n2c(C)cc(C(=O)CN3CCOCC3)c2C)cc1 as listed: 6 | 8 | -1.2 | i | 4 | -2 | 1.3 | 0 | 26 | -0.3

(list continues)
SMILES	Y pestis TopoI	PriA SSB inh	PfHsp40 yeast	Vc quorum ag	3CLpro inhibitor	CCHFV vOTU inh	TcdB GH inh	Anthrax LF prot	DUSP3 inh	BoNT-A LC inh2
CCc1ccc(Cn2ncc3c(C(=O)O)cc(C)nc32)cc1	8	2	-0.2	i	/	-18	3.0	-5	/	0.5
Cc1nc2ccc(NC(=O)c3ccccc3)cc2s1	0	-9	2.7	-0.3	3	1	1.3	1	20	-0.1
COc1ccccc1N1CCN(S(=O)(=O)CC23CCC(CC2=O)C3(C)C)CC1 (stereo unspecified)	3	6	1.1	i	-3	-10	/	-3	6	-0.2
O=C(Nc1ccc(C(=O)OC2CCCCC2)cc1)c1ccncc1	1	0	3.0	-0.8	6	9	0.9	9	-5	1.3
Cc1cc(=O)oc2cc(NC(=O)C(C)N3C(=O)C4CCCCC4C3=O)ccc12 (stereo unspecified)	-3	-7	-1.6	i	/	-43	1.1	-6	/	-1.1
CN(C)c1ccc(CNC(=O)C2(C)Cc3c(-c4cccc(C(N)=O)c4)ccnc3O2)cc1 (stereo unspecified)	9	/	/	i	/	17	-3.6	2	/	0.0
Cc1cc(C(C)(C)C)ccc1OC(=O)C1=CC=CN2CCS(=O)(=O)N=C12	9	-3	-0.8	i	/	-2	-1.8	-2	/	-1.7

Not all compounds are listed; count on the stated rates, not on these rows.
